# NCI-60 one-dose screen, 48 h, at 10 µM unless noted. Numbers give growth in % (100 = growth as untreated, 0 = no growth, -100 = all killed).
# SK-MEL-28 = SK-MEL-28 melanoma | hit rate 4.1% among 81,000 | AID 1794761
# UACC-62 = UACC-62 melanoma; hit rate 5.4% among 81,000; AID 1794756
# UACC-257 = UACC-257 melanoma; hit rate 4.4% among 78,000
# A549/ATCC = A549/ATCC NSCLC; hit rate 3.7% among 81,000; AID 1794740
# MDA-MB-435 = MDA-MB-435 melanoma. AID 1794794. hit rate 7.8% among 82,000
# SK-MEL-2 = SK-MEL-2 melanoma; hit rate 4.7% among 77,000; AID 1794763
# M14 = M14 melanoma. hit rate 6.2% among 80,000. AID 1794745
# SK-MEL-5 = SK-MEL-5 melanoma; hit rate 6.4% among 80,000; AID 1794755
# * marks the source's active call; other numbers are inactive results; . = no result given; & = joins results of further samples. The calls were made as follows: active = growth percent below 10; inactive = the rest.
canonical_smiles	SK-MEL-28	UACC-62	UACC-257	A549/ATCC	MDA-MB-435	SK-MEL-2	M14	SK-MEL-5
COc1cc2nc(Cl)nc(Nc3cccc(C4=Nc5c(N)nc(N)nc5NC(c5ccc(Br)cc5)C4)c3)c2cc1OC (stereo not given)	99	107	105	56	47	94	84	75
Cc1ccc2oc(=O)cc(Cn3nnc(C(=O)O)c3C)c2c1	108	83	91	87	91	89	93	100
CCNc1nc2ccccc2c2c(=O)c3cccc(F)c3sc12	105	78	105	93	104	94	102	94
Cc1cnc(N)s1	99	91	84	69	104	102	92	97
COC(=O)C(Cc1ccc(Cl)c(Cl)c1)n1cc(-c2ccccc2)nn1 (stereo not given)	115	98	84	85	109	91	.	103
CN(C)NCC(O)COc1ccc(Cl)cc1 (stereo not given)	100	106	88	100	83	96	107	99
CNc1ccccc1C(=O)OC	102	102	109	95	103	108	101	105
O=C(/C=C\c1ccc(O)c(O)c1)c1ccccc1O	95	73	86	56	68	125	93	77
CCN(CC)c1ccc(/C=N/NC(=O)c2ccc(S(N)(=O)=O)cc2)cc1	23	16	2.2*	26	33	39	-1.2*	-0.1*
O=c1nc(-c2ccc(F)cc2)c2cc(-c3cncnc3)ccc2[nH]1	109	95	101	94	109	95	105	91
CC1(C)CC(=O)C2=C(C1)N(c1ccc(F)cc1F)C(N)=C(C#N)C2c1ccc([N+](=O)[O-])cc1 (stereo not given)	111	97	110	102	101	119	.	.
COC(=O)C(N)Cc1c[nH]c2ccccc12 (stereo not given)	98	104	95	83	107	100	98	101
CN(N)c1nc2sc3c(c2c(=O)[nH]1)CCCC3	114	110	.	81	97	103	99	106
OC(Cc1cccnc1)c1ccccc1 (stereo not given)	108	97	101	95	110	102	106	102
C=C(C)[C@@H]1CC[C@]2(C)[C@H](CCN[C@H]3[C@@H]4CC(C)(C)CC[C@]4(CO)CC[C@]32C)[C@@]1(C)CCCN	102	95	108	104	98	104	110	98

# Look-ups from above:
# SK-MEL-2, `CN(N)c1nc2sc3c(c2c(=O)[nH]1)CCCC3` stands at 103
# UACC-62, `CNc1ccccc1C(=O)OC` stands at 102
# A549/ATCC, `CC1(C)CC(=O)C2=C(C1)N(c1ccc(F)cc1F)C(N)=C(C#N)C2c1ccc([N+](=O)[O-])cc1` (stereo not given) stands at 102
# UACC-257, `Cc1cnc(N)s1` stands at 84
# SK-MEL-5, `COc1cc2nc(Cl)nc(Nc3cccc(C4=Nc5c(N)nc(N)nc5NC(c5ccc(Br)cc5)C4)c3)c2cc1OC` (stereo not given) stands at 75

# New compounds follow:
canonical_smiles	SK-MEL-28	UACC-62	UACC-257	A549/ATCC	MDA-MB-435	SK-MEL-2	M14	SK-MEL-5
COc1ccc(C(=O)N/N=C/c2ccc(F)c(Br)c2)cc1	97	91	97	98	95	109	106	96
CCC(C)[C@@H]1NC(=O)[C@H](C(C)C)NC(=O)/C(C)=C/C(C)CC(C)CC(C)CC(C)CCC(C)OC1=O (stereo not given in full)	109	78	102	93	100	104	96	75
O=C(CS)Nc1cccc(O)c1	110	100	119	102	106	97	100	104
Cc1cc(=O)oc2c(O)c(O)ccc12	103&112	90&108	105&111	99&98	101&107	102&119	93&99	95&117
Nc1nc2c(c(=O)[nH]1)CN(CCCN1CCN(CCCN3CNc4nc(N)[nH]c(=O)c4C3)CC1)CN2	112	98	105	86	102	112	111	101
Oc1ccccc1C=Nc1ccccc1	112	102	216	123	101	.	86	106
CC1=CC(OC(=O)C(C)(O)CCC(O)(C(=O)OC2CC(O)(C(C)C)CCC2(C)O)C(C)C)(C(C)C)CCC1 (stereo not given)	103	95	98	102	103	104	100	100
O=C(c1ccc2c(c1)OCO2)C(c1c[nH]c2ccccc12)c1c[nH]c2ccccc12	106	78	98	103	98	99	98	99
CC1=C/C(=N\OCC(=O)O)CC(c2ccc(C(C)C)cc2)C1 (stereo not given)	100	93	97	96	104	85	96	102
O=C(CN1C(=O)NC(c2ccccc2)(c2ccccc2)C1=O)c1ccc(Cl)cc1	91	74	87	78	94	92	86	93
CC(C)n1cc(C2=C(c3cccc4ccccc34)C(=O)NC2=O)c2cc(Br)ccc21	91	60	111	61	62	74	76	-0.7*
COc1nc(N(C)O)nc(N(C)O)n1	53	12	40	34	50	71	15	13
O=C1/C(=C/c2ccccc2F)CN(C(=O)C(Cl)Cl)C/C1=C\c1ccccc1F	-59*	-59*	-17*	-2.3*	-57*	-2.7*	-44*	-77*
COC(=O)c1ccc(C(=Nc2ccc(N(C)C(=O)CN3CCN(C)CC3)cc2)c2c(O)[nH]c3ccc(C(=O)OC)cc23)cc1	50	43	68	36	44	48	29	36
Cc1cc[n+](CC(=O)c2ccc(Cl)cc2)c(C)c1	112	103	.	101	106	115	108	102
C/C(=N/N)c1nnn(-c2ccc(Br)cc2)c1C	99	98	105	99	102	112	105	100
CCN(CC)CCNCC(=O)Oc1ccc(/C=C/C(=O)CC(=O)/C=C/c2ccc(OC(=O)CNCCN(CC)CC)c(OC)c2)cc1OC	14	15	54	38	-30*	11	-19*	-14*
N#Cc1ccc2[nH]c3nccc(NCc4ccccc4)c3c2c1	113	95	107	87	110	100	96	88
[2H]C([2H])([2H])Oc1ccc(F)cc1/C=C/C(=O)/C=C(O)/C=C/c1cc(F)ccc1OC([2H])([2H])[2H]	116	81	90	94	84	98	85	93
O=C1/C(=C/c2cc(Cl)cc(Cl)c2)Cc2c(F)cc(Br)cc21	108	91	107	103	99	99	106	110
CC1=NN(c2nc(-c3ccccc3)c(C#N)c(=O)n2C)C(=O)C1N=Nc1ccc(S(N)(=O)=O)cc1 (stereo not given)	102	100	114	110	106	114	115	103
COc1ccc2c(c1)/C(=C\c1sc(=S)[nH]c1O)C(C(=O)O)=N2	111	91	97	100	100	99	97	101
Cc1ccc(C(C)C)cc1NC1=C(Cl)C(=O)c2ccccc2C1=O	115	64	91	95	106	90	95	82
c1ccc(COc2ccc(Nc3ncnc4sc5c(c34)CCCC5)cc2)cc1	108	85	103	80	99	94	99	87
CC(O)COc1ccc(-c2ccccc2)cc1 (stereo not given)	103	92	119	107	104	108	108	99
COC(=O)c1cc(Cl)c(C(=O)OC)cc1Cl	108	97	87	89	109	99	102	99
Cc1c(CN)cc(-c2ccc(Cl)cc2)n1-c1ccccc1	114	57	91	75	97	90	83	82
CSCCC1NC(=O)C(C(C)=Nc2ccccc2)=C1O (stereo not given)	110	101	113	101	95	129	103	112
CC(=O)Oc1ccccc1O	123	105	109	106	92	112	96	90
CCCCCCCCCCC(O)CO (stereo not given)	127	117	.	102	104	102	107	115

# Results in MDA-MB-435 (2 entries from above):
molecule	MDA-MB-435
c1ccc(COc2ccc(Nc3ncnc4sc5c(c34)CCCC5)cc2)cc1	99
CC(=O)Oc1ccccc1O	92

# The list goes on.
# Values run as follows: SK-MEL-28 | UACC-62 | UACC-257 | A549/ATCC | MDA-MB-435 | SK-MEL-2 | M14 | SK-MEL-5
> COc1cc(/C=C/C(=O)O)cc([N+](=O)[O-])c1O
→ 120 | 113 | 94 | 88 | 115 | 132 | 108 | .
> CN(C)c1nc(NCCNS(=O)(=O)c2ccc(C(=O)/C=C/c3ccccc3)cc2)nc(Nc2ccc(F)cc2)n1
→ 31 | 26 | 55 | 45 | 4.2* | 81 | 5.1* | 30
> CN(c1oc(-c2ccc(Cl)cc2)nc1C#N)S(=O)(=O)c1ccccc1
→ 103 | 91 | 105 | 101 | 102 | 117 | 109 | 100
> COc1ccc(Cl)cc1NC(=O)c1cc(C)oc1C
→ 103 | 78 | 105 | 104 | 100 | 109 | 101 | 99
> O=S(=O)(Nc1ccc(Br)cc1)c1ccc(-c2cnc(C3CC3)o2)cc1
→ 54 | 24 | 66 | 40 | -9.0* | 34 | 18 | 19
> O=C(Nc1ccc(F)cc1)C1CCN(S(=O)(=O)c2ccc(Cl)cc2)CC1
→ 105 | 75 | . | 73 | 95 | 81 | 82 | 76
> Cc1c(O)c(=O)ccn1-c1ccc(C=O)cc1
→ 102 | 102 | 111 | 104 | 98 | 101 | 103 | 97
> O=C1NC2(CCCCC2)OC12CCCCC2
→ 120 | 101 | 107 | 105 | 118 | 109 | 111 | 114
> Nc1nc(-c2cccc(Cl)c2)cc(-c2cc3cc(Br)ccc3oc2=O)n1
→ 96 | 79 | 95 | 90 | 96 | 114 | 91 | 95
> O=C(/C=C/c1cccc2ccccc12)OCc1ccc2cc1OCC#C/C=C\C#CCO2
→ . | 121 | 93 | 88 | 110 | 98 | 106 | 105
> O=C(CNC(=O)c1ccc(Cl)cc1)NO
→ 110&124 | 99&102 | 96&123 | 99&110 | 100&104 | 123&96 | 109&115 | 104&107
> CCOC(=O)c1c[nH]cc1C
→ 98 | 110 | 111 | 101 | 103 | 102 | 99 | 111
> Nc1cc(S(=O)(=O)O)c(O)c2c1C(=O)c1c(O)c(S(=O)(=O)O)cc(N)c1C2=O
→ 111 | 93 | 105 | 100 | 111 | 100 | 107 | 102
> COc1cccc(C(=O)N(c2ccc(F)cc2)C(C(=O)NC(C)(C)C)c2cc3c(C)cc(C)cc3nc2Cl)c1 (stereo not given)
→ 82 | 58 | 66 | 47 | 66 | 67 | 47 | 48
> CCOc1ccc(NC(=O)CC2Sc3ccccc3NC2=O)cc1 (stereo not given)
→ 103 | 93 | 77 | 79 | 92 | 100 | 98 | 97
> COc1cccc2cc(-c3cc4ccccc4[nH]3)/c(=N/C(=O)Nc3ccc(C)cc3)oc12
→ 101 | 94 | . | 103 | 101 | 91 | 90 | 91
> Cc1nc2sc(C(=O)Nc3cccc4ccccc34)c(N)c2cc1C(=O)/C=C/c1ccccc1
→ 24 | 7.5* | 69 | 13 | 1.6* | 27 | -15* | -18*
> CNC(=O)c1cc(Oc2ccc3nc(Nc4ccc(F)c(F)c4)ccc3c2)ccn1
→ . | . | . | 73 | 73 | 89 | 76 | 76
> CCOC(=O)[C@@H]1CSC(CC)=C(C(=O)O)N1
→ 101 | 94 | 89 | 91 | 109 | 111 | 99 | 103
> CC1CN=C(c2ccc(NC(=O)Nc3ccc(C4=NCCN4)cc3)cc2)N1 (stereo not given)
→ 95 | 71 | 87 | 84 | 94 | 103 | 88 | .
> O=S(=O)(NCCNc1nccc(-c2c(-c3ccc(F)c(O)c3)nc3sccn23)n1)c1ccc(O)cc1
→ 55 | 17 | 59 | 35 | 9.3* | 20 | 27 | 5.5*
> CC(=O)c1cc(C(=O)c2ccc3c(c2)NC(=O)CO3)n2ccc3ccccc3c12
→ 88 | 95 | 86 | 30 | 81 | 107 | 65 | 58
> CCOC(=O)C1=C(N)N(c2ccccc2)C2=C(C(=O)CC(C)(C)C2)C1c1ccc(N2CCOCC2)cc1 (stereo not given)
→ 107 | 83 | 109 | 103 | 104 | 97 | 101 | 99
> COc1cc(NC(=O)c2sc3nc4c(cc3c2N)C(=O)CCC4)cc(OC)c1
→ 68 | 90 | 88 | 79 | 54 | 66 | 98 | 85
> CC1(C)CC[C@]23CC[C@]4(C)[C@H](CC[C@@H]5[C@@]6(C)CCCN(CO)C(C)(C)[C@@H]6CC[C@]54C)[C@H]2[C@H]1OC3
→ 103 | 101 | 110 | 77 | 89 | 98 | . | 100
> Cc1ccc(S(=O)(=O)c2[nH]c(-c3ccccc3)nc2S(C)(=O)=O)cc1
→ 109 | 101 | 103 | 100 | 105 | 102 | 112 | 100
> Cc1ccc(C(=O)O)c(C(=O)O)c1
→ 112 | 115 | 102 | 103 | 118 | 103 | 112 | 106
> C[N+](C)(C)CC(=O)N/N=C\c1cccc2ccccc12
→ 99 | 104 | 126 | 116 | 113 | 104 | 102 | 103
> S=C(N/N=C/c1ccc[nH]1)NNC(=S)Nc1ccccc1
→ 100 | 90 | 102 | 107 | 101 | 103 | 93 | 92
> CC(=O)N1N=C(c2ccc3c(c2)OCO3)CC1c1c(C)nn(-c2ccccc2)c1N1CCOCC1 (stereo not given)
→ 115 | 86 | 77 | 67 | 95 | 100 | 90 | 92
> Oc1ccc(Br)cc1CNC1CCCCC1
→ 128 | 91 | 95 | 102 | 108 | 103 | 101 | 89
> COC(=O)[C@]1(C)CCC[C@]2(C)[C@H]3C[C@H]4[C@H]5[C@@H]6C/C(=C\c7cccc(OC)c7OC)C(=O)[C@H]5[C@@]3(CC[C@H]21)C[C@@]4(C(C)C)O6
→ 95 | 60 | 82 | 74 | 96 | 86 | 80 | 82
> NS(=O)(=O)c1ccc(NC(=O)CSc2ccc(-c3ccc(Br)cc3)nn2)cc1
→ 98 | 87 | 101 | 106 | 100 | 118 | 96 | 86
> CCCCNC(C(=O)c1ccc(OC)cc1)c1ccc(OC)cc1 (stereo not given)
→ 92 | 80 | 98 | 96 | 87 | 94 | 64 | 92
> CN(Cc1ccccc1)N=Nc1ccccc1
→ 113 | 98 | 109 | 106 | 112 | 116 | 106 | 108
> CC(C)N(CCOC(=O)c1cc(Cl)cc(-c2ccccc2)c1O)C(C)C
→ 111 | 93 | 100 | 94 | 110 | 112 | 115 | 98
> CC1OC(OCC2OC(Oc3c(-c4ccc(O)c(O)c4)oc4cc(O)cc(O)c4c3=O)C(O)C(O)C2O)C(O)C(O)C1O (stereo not given)
→ 112&104 | 103&95 | 103&105 | 102&101 | 108&100 | 107&111 | 109&99 | 97&102
> NS(=O)(=O)c1ccc(Nc2nc3n[nH]c(Nc4ccccc4)c3c(=O)[nH]2)cc1
→ 111 | 105 | 97 | 103 | 103 | 101 | 94 | 99
> Cc1cc(C)nc(NC(=O)Nc2ccccc2)c1
→ 106 | 111 | . | . | 107 | 87 | 109 | 101
> COc1ccc2c(c1)nc(N)c1c3ccccc3cn21
→ 79 | 59 | 86 | 76 | 2.6* | 84 | 63 | 51
> CCCCNc1nc(SC)nc(-c2cccc([N+](=O)[O-])c2)c1C#N
→ 115 | 89 | 112 | 100 | 100 | 99 | 102 | 99
> COc1ccc(-c2c(C#N)c(N)nc3c2c(N)nn3-c2ccccc2)cc1
→ 106 | 93 | 102 | 44 | 99 | 112 | 100 | 95
> CCOC(=O)c1c2c(n(-c3ccc([N+](=O)[O-])cc3)c1-c1ccccc1)C=CCC2
→ 100 | 54 | 90 | 78 | 94 | 81 | 87 | 81
